West Nile antiviral: inhibition of WNV-induced cytopathic effect – cell-based, CPE readout (AID 1621); West Nile virus-infected cells, CPE inhibition; higher % means a stronger effect; one-dose CPE inhibition, % at 10 µM; IC50 in µM for titrated hits; 290,000 tested, 0.02% active; in the data active = a potency from the dose series; inconclusive = CPE inhibition mostly from about 3.7% at the one dose, without a potency; inactive = the rest, 99 in 100 with CPE inhibition below about 2.2%; also: strong numbers were not always called active
XIAP displacement: small molecules displacing peptide from XIAP – biochemical, IAP family, fluorescence polarization (AID 1018) | XIAP BIR domain, fluorescence polarization peptide displacement; higher % means a stronger effect | displacement, % at 20 µM, or IC50 in µM where a hit was titrated | 200,000 tested, 0.007% active; in the data active = displacement above about 50%; also: a part of the inactive calls stands beside numbers as strong as those of hits
Yfh1-off respiration: enhancers of respiration in Yfh1-depleted yeast, dose response, Friedreich's ataxia, plus single-dose screen (AID 1465); S. cerevisiae Yfh1-off respiration, WST-1 reduction, 72 h; higher fold induction means a stronger effect; fold induction at 50 µM; hits with a dose series show EC50 in µM; 220,000 tested, 0.074% active;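 active = fold induction of absorbance versus untreated yeast above a set limit, then at least 30% activation at any dose in follow-up; inconclusive = repeats straddling the limit, or above it without dose testing; inactive = fold induction below the set limit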;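 also: activators that raise dye reduction in frataxin-depleted yeast; strong numbers were not always called active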
NS5 inhibitors: flavivirus cap methylation enzyme inhibition – biochemical, confirmation dose response, primary screen (AID 588689); Dengue-2 NS5 methyltransferase capping enzyme assay, biochemical; higher % means a stronger effect; inhibition, % at 25 µM; hits with a dose series show IC50 in µM; 340,000 tested, 0.3% active; in the data active = a potency from the dose series; inconclusive = inhibition above about 29% without an active follow-up result
WT yeast gro inh: growth inhibition of WT yeast, mitochondrial fusion screen. mitochondrial fusion phenotypic screen, WT strain. inhibition, % at 10 µM. 190,000 tested, 2.1% active. AID 1362; in the data active = inhibition above about 58%; tested in S. cerevisiae
Large T inhibition: TAg ATPase/helicase activity blockers – biochemical (AID 1903); 310,000 tested, 0.39% active; one-dose inhibition, % at 20 µM; IC50 in µM for titrated hits; SV40 large T antigen ATPase/helicase inhibition assay; higher % means a stronger effect; in the data active = a potency from the dose series; inconclusive = inhibition mostly from about 32% at the one dose, without a potency; inactive = the rest, 99 in 100 with inhibition below about 32%; also: strong numbers were not always called active
K1F lysis inhibition: protection from phage-mediated lysis, alamar blue read-out – E. coli UTI89, K1F phage, bacterial capsule biogenesis inhibitors (AID 488966); E. coli UTI89 K1F phage lysis, alamar blue, 2 h; higher % means a stronger effect; one-dose inhibition, % at 100 µM; IC50 in µM for titrated hits; 340,000 tested, 0.02% active;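 active = phage lysis inhibition, versus mean bacterial control, above a set limit; inconclusive = no clear call, values can overlap the other calls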;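 also: capsule biogenesis inhibitors block K1F phage lysis so surviving cells raise fluorescence; higher fluorescence means more inhibition of phage lysis; actives were called in the ten point dose series up to 300 µM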
RSV antiviral HEp-2: RSV antiviral activity via CPE protection, HEp-2 cells, primary 10 µM value included (AID 2391) | HEp-2 cells, RSV-induced CPE inhibition; higher % means a stronger effect | 310,000 tested, 0.13% active | CPE inhibition, % at 10 µM; hits with a dose series show IC50 in µM; in the data active = a potency from the dose series; inconclusive = CPE inhibition mostly from about 23% at the one dose, without a potency; inactive = the rest, 99 in 100 with CPE inhibition below about 21%; also: strong numbers were not always called active
CSM14.1 death rescue: rescue of cells from ER stress-induced death, primary screen, 384-well, CSM14.1, thapsigargin, ATP luminescence (AID 1222); CSM14.1 thapsigargin-induced death rescue, ATP luminescence; higher % means a stronger effect; 190,000 tested, under 10 active; one-dose cellular ATP content (survival), % at 20 µM; EC50 in µM for titrated hits;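 active = EC50 below 50 µM in the dose-response confirmation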;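 also: death triggered by thapsigargin at about 15 µM added after 2 h compound pretreatment; cell ATP read after overnight thapsigargin exposure of roughly 18 to 22 hours; normalized against plate controls of thapsigargin alone and 5% DMSO vehicle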
WT yeast gro inh mutant strain: further read-out of WT yeast gro inh, marked with its call; inhibition, %; mitochondrial fusion phenotypic screen, mutant strain inhibition
NS5 inhibitors pilot replicate: also measured in NS5 inhibitors; calls as there; inhibition, %; measured here: pilot screen replicate inhibition
Numbers without * were called inactive; i = inactive; u = inconclusive; x = not tested or not shown; [ ] = another dose, or the depositor's remark.

SMILES	West Nile antiviral	XIAP displacement	Yfh1-off respiration	NS5 inhibitors	WT yeast gro inh	WT yeast gro inh mutant strain	Large T inhibition	K1F lysis inhibition	RSV antiviral HEp-2	CSM14.1 death rescue	others
OCCN1CCN(c2nc(-c3ccccc3)c3cc(Cl)ccc3n2)CC1	-0.8%	-5.3%	i	-5%	7	-13	12%	0.9%	0.4%	-1.8%
Cn1nc(C(=O)NNC(=O)c2ccc(Cl)cc2)ccc1=O	x	x	x	-8%	x	x	27%	1.3%[50 µM]	-0.7%	x
NC(=O)c1cc(N2C(=O)C3CC=CCC3C2=O)ccc1N1CCCCC1 (stereo unspecified)	0.1%	-7.9%	i	3%	-1	-2	14%	0.3%	0.2%	-0.2%	NS5 inhibitors pilot replicate=-1.5
O=C1CN(C(=O)COC(=O)C2CC(=O)N(Cc3ccco3)C2)c2ccccc2N1 (stereo unspecified)	-0.1%	-3.7%	i	4%	2	-1	12%	0.3%	1.1%	-1.0%
Cn1cc(SCC(=O)N2CCN(c3ccccc3)CC2)c2ccccc21	x	-3.2%	x	-7%	-3	-3	3%	-0.7%	0.9%	-0.3%
Cc1ccc(-c2csc(NC(=O)CN3CCOCC3)n2)cc1	-0.6%	x	x	-5%	x	x	7%	0.1%	4.2%	x
COc1ccc(-c2nnn(CC(=O)N(CCCN3CCOCC3)C(C(=O)NC3CCCC3)c3ccc(C)o3)n2)cc1 (stereo unspecified)	-1.3%	-6.4%	i	-10%	-15	-11	1%	1.2%	1.1%	1.4%
N#Cc1c(N)[nH]c(=S)c(C#N)c1-c1ccccc1	1.1%	-6.8%	i	-19%	2	-7	18%	0.8%	1.3%	8.8%	NS5 inhibitors pilot replicate=-2.1
COC(=O)CC(NC(=O)c1ccco1)c1cccc2ccccc12 (stereo unspecified)	0.3%	-3.8%	i	-5%	-43	-36	11%	0.7%	2.1%	-2.2%
CC(C)NC(NC(=O)Cc1ccccc1)C(Cl)(Cl)Cl (stereo unspecified)	-0.3%	-5.6%	i	-3%	14	22	5%	1.0%	1.9%	-2.2%
COc1ccc(OCCC(=O)NCC23CC4CC(CC(C4)C2)C3)cc1	-1.2%	-10%	i	-14%	6	24	-5%	-1.0%	1.7%	-2.3%
Cc1cc(C)c(OCCCNCc2ccccc2)c(Br)c1	-1.5%	x	x	0%	x	x	20%	1.1%	1.6%	x
CCCOc1ccc(C(=O)N/N=C/c2c[nH]c3ccc(Br)cc23)cc1	-0.8%	x	x	-6%	x	x	1%	1.7%	u	x
CCN(CC)CCN1CCn2c3c(c4cc(C)ccc42)CCCC31 (stereo unspecified)	-0.8%	-2.6%	i	27%	10	29	22%	0.2%	-2.8%	-1.8%
CCOC(=O)N1CCN(Cc2nc3cc(NC(=O)CC)ccc3n2C)CC1	-0.3%	x	x	4%	x	x	3%	0.2%	1.8%	x
O=C(CSc1nnnn1-c1ccc(F)cc1)NNC(=O)c1ccco1	0.1%	x	i	-5%	x	x	8%	0.1%	2.5%	x
Cc1ccc(C(=O)NC2CCN(C(=O)Nc3ccccc3)CC2)cc1	-0.3%	x	x	-8%	x	x	6%	0.3%	2.1%	x
Cc1ccc(CS/C(Nc2ccccc2C)=C(\C#N)C(=O)NCc2ccco2)c(C)c1	11%	-4.6%	i	1%	33	11	5%	0.1%	5.0%	-0.5%
COc1ccc(N(C(=O)Cc2cccs2)C(C(=O)NC2CCCCC2)c2cccn2C)cc1 (stereo unspecified)	-0.4%	-3.2%	i	-3%	8	-10	3%	4.9%	1.1%	7.1%
COc1nc(NCc2cccnc2)nc(NC2CCCCC2)n1	-1.6%	-6.3%	i	-1%	22	22	21%	0.1%	1.2%	0.0%
O=C(N/N=C/c1cccc(O)c1)C(=O)N1CCCCCC1	-0.1%	x	x	-1%	x	x	3%	-0.3%	0.8%	x
CCn1c(SCc2cccc(F)c2)nc2c(c1=O)SCC2	-0.7%	-1.4%	i	-2%	13	15	21%	0.1%	5.8%	0.8%
O=C(CNC(=O)OCc1ccccc1)Oc1cc2oc(=O)cc(-c3ccccc3)c2cc1Cl	x	48%	x	3%	-2	26	8%	-0.6%	0.8%	0.3%
CC1(C)OC(=O)N(c2ccccc2)C12C=Cc1cc(Br)ccc1O2 (stereo unspecified)	-1.0%	33%	i	-4%	5	-1	11%	0.7%	14%	0.1%
Cc1ccc(NS(=O)(=O)c2ccc3c(c2)CC(=O)N3)cc1C	-0.1%	x	x	-7%	x	x	18%	1.4%	0.7%	x
COc1cc(OC)c(N(C)S(=O)(=O)c2cccc(C(=O)Nc3nnc(C4CC4)s3)c2)cc1Cl	0.4%	x	i	-5%	x	x	11%	0.1%	3.8%	x
COC(=O)/C=C1\S/C(=N/NC(=O)c2ccc(OC)cc2)NC1=O	0.4%	-6.4%	i	-4%	-7	8	3%	-2.3%	-1.1%	-1.0%
OCC1(CCCc2ccccc2)CCN(C2CCSCC2)CC1	-0.9%	-4.7%	i	x	4	24	13%	1.8%	-0.7%	-2.0%
Cc1cc2oc(C(=O)N(Cc3ccccc3)c3ccccn3)cc(=O)c2cc1Cl	0.0%	x	i	x	x	x	17%	x	3.3%	x
Cc1ccc(C2(C)NC(=O)N(CC(=O)Nc3c(C)n(C)n(-c4ccccc4)c3=O)C2=O)cc1 (stereo unspecified)	0.1%	-0.1%	i	-1%	-14	12	3%	0.3%	1.3%	-2.5%
[O-][N+]1=c2ccc(Nc3ccccc3)cc2=NC12CCCCC2	-2.4%	-1.1%	i	48%	7	-2	2%	-0.8%	4.9%	-1.9%	NS5 inhibitors pilot replicate=21
CC(=O)c1cccc(N2Cc3ccccc3C2=NC(=O)CCl)c1	-0.5%	-6.3%	i	-5%	2	5	7%	0.0%	-1.8%	-0.7%
CCOC(=O)NN1C(=O)c2ccccc2NC1c1ccccc1O (stereo unspecified)	1.5%	-6.9%	i	3%	-9	-24	5%	3.4%	2.3%	5.0%
O=C(NCC(=O)N(c1ccc2c(c1)OCCO2)C(C(=O)NC1CCCC1)c1ccco1)c1ccco1 (stereo unspecified)	-0.4%	-3.8%	i	1%	7	4	0%	-0.4%	-0.2%	-1.0%
O=C(c1ccco1)N1CCN(C(=O)c2cc(-c3ccccc3)nc3ccccc23)CC1	0.1%	-0.9%	i	-6%	-14	1	10%	0.1%	3.8%	-1.4%
COc1ccc(-n2c(SCC(N)=O)nc3sc4c(c3c2=O)CCN(C)C4)cc1	1.4%	-2.6%	i	-8%	14	16	18%	-0.4%	0.9%	-2.8%
O=C(CSc1nnc(COc2ccccc2)o1)N1CCOCC1	-0.3%	-6.5%	i	-5%	17	8	8%	-0.2%	2.4%	1.6%
Cc1nc2scc(C)n2c(=O)c1S(=O)(=O)NCCc1ccccc1	-0.2%	x	x	-6%	x	x	9%	0.0%	1.7%	x
COc1ccc(CCNC(=O)CCCn2c(=O)c3cccn3c3cccnc32)c(OC)c1	0.5%	x	x	-8%	x	x	17%	0.6%	1.7%	x
Cc1ccc2cc(CCNC(=O)Cc3cccs3)c(=O)[nH]c2c1	x	-6.1%	x	-3%	-8	0	6%	-1.8%	0.5%	13%
O=C(CSc1nnc(-c2ccccc2Cl)o1)Oc1ccc(Br)cc1	0.3%	-3.5%	i	-17%	-9	-5	8%	0.0%	3.6%	2.5%
Cc1ccc2c(Cl)cc(Cl)c(OCC(=O)N(C(C)C)C(C)C)c2n1	-1.4%	-2.1%	i	5%	33	-20	14%	4.8%	0.6%	0.4%
COc1ccc(N2CCN(C3CC(=O)N(C)C3=O)CC2)cc1 (stereo unspecified)	0.4%	-3.8%	i	6%	0	-2	15%	0.0%	1.8%	0.9%
Cc1cccc(N(C)c2ccc3cc(S(=O)(=O)N4CCCC4)ccc3n2)c1	0.7%	x	x	-4%	x	x	4%	0.3%	7.7%	x
O=C(CN1C(=O)CSc2ccc(S(=O)(=O)N3CCOCC3)cc21)NCCCN1CCCCC1	0.0%	x	x	-3%	x	x	13%	1.1%	0.3%	x
O=C(N=C1SC2CS(=O)(=O)CC2N1c1ccc(Cl)cc1)C1CCCO1 (stereo unspecified)	1.4%	x	x	3%	x	x	8%	0.0%	1.1%	x
COc1ccccc1NC(=O)Cn1nc(-c2ccc3c(c2)OCCO3)ccc1=O	-0.3%	-1.0%	i	-4%	-7	3	x	0.1%	-0.8%	3.1%
O=C(/C=C/c1ccccc1[N+](=O)[O-])N1CCCCC1	0.0%	-4.8%	i	-7%	4	8	23%	0.1%	0.1%	-1.2%
Cc1ccc(N(CC(=O)NC2CCCCC2)C(=O)CNC(=O)c2ccco2)cc1F	-0.7%	x	x	-2%	x	x	7%	-0.1%	0.5%	x
O=C(CCC(=O)N/N=C/c1ccc(Br)s1)NCc1ccccc1	-0.9%	-0.1%	i	-5%	13	-15	0%	3.2%	1.2%	2.0%
COc1ccc(N/N=C(C)/C(=N/O)C(=O)Nc2ccccc2)cc1	-0.1%	-7.1%	i	3%	43	22	10%	-2.4%	-0.3%	-1.1%
Cc1nc(C)c(-c2csc(N)n2)s1	1.1%	-4.0%	i	-3%	12	4	18%	1.6%	6.1%	0.2%
CN(C(=O)C1CCC(=O)N(Cc2cccc(F)c2)C1)C1CCCCC1 (stereo unspecified)	-0.1%	x	x	-5%	x	x	-2%	0.0%	-0.4%	x
COc1ccc2c(c1)C(C)=CC(C)(C)N2S(=O)(=O)c1ccc(C)cc1	-1.1%	-2.1%	i	x	45	11	12%	-0.4%	9.4%	-2.3%
CCN(CC(F)(F)C(F)F)S(=O)(=O)c1ccc(NC(=O)OC)cc1	-0.6%	-2.7%	i	2%	1	4	-3%	0.6%	2.2%	-3.8%
O=C1CN(C(=O)/C=C/c2ccc(Cl)cc2Cl)CCN1	-0.1%	-4.9%	i	-1%	1	-3	9%	0.2%	1.2%	0.2%
COc1ccc(Br)cc1CNC(=O)C1CCN(S(=O)(=O)N2CCC(C)CC2)CC1	-1.3%	17%	i	-2%	10	-9	12%	-3.1%	3.7%	20%

Gathered by group, the compounds so far containing a cyano group.
SMILES	West Nile antiviral	XIAP displacement	Yfh1-off respiration	NS5 inhibitors	WT yeast gro inh	WT yeast gro inh mutant strain	Large T inhibition	K1F lysis inhibition	RSV antiviral HEp-2	CSM14.1 death rescue	others
N#Cc1c(N)[nH]c(=S)c(C#N)c1-c1ccccc1	1.1%	-6.8%	i	-19%	2	-7	18%	0.8%	1.3%	8.8%	NS5 inhibitors pilot replicate=-2.1
Cc1ccc(CS/C(Nc2ccccc2C)=C(\C#N)C(=O)NCc2ccco2)c(C)c1	11%	-4.6%	i	1%	33	11	5%	0.1%	5.0%	-0.5%

Compound activity deposited in PubChem by several laboratories.
